H1N1 NS1A inhibition – H1N1 influenza NS1A inhibitors, functional cell based assay (AID 504329) | NS1A functional cell-based assay, percent inhibition; higher % means a stronger effect | inhibition, % at 12.5 µM, or IC50 in µM where a hit was titrated | actives 0.3% (n = 340,000); in the data active = a potency from the dose series; inconclusive = inhibition above about 27% without an active follow-up result; also: strong numbers were not always called active
M. tuberculosis – growth inhibition of non-replicating M. tuberculosis (AID 488890); Mycobacterium tuberculosis non-replicating, growth inhibition; higher % means a stronger effect; inhibition, % at 25 µM; hits with a dose series show IC50 in µM; actives 0.39% (n = 320,000); in the data active = a potency from the dose series; inconclusive = inhibition mostly from about 82% at the one dose, without a potency; inactive = the rest, 99 in 100 with inhibition below about 76%;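 also: plate controls were DMSO cells for no effect and high antibiotic wells for full effect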
M. tuberculosis HTS – M. tuberculosis growth inhibition, HTS (AID 449762). M. tuberculosis H37Rv growth inhibition, 7H9 media; higher % means a stronger effect. one-dose inhibition, % at 25 µM; IC50 in µM for titrated hits. actives 0.59% (n = 330,000); in the data active = a potency from the dose series; inconclusive = inhibition above about 70% without an active follow-up result;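 also: bacterial growth assessed after seven days of incubation; strong numbers were not always called active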
Salmonella PhoP GFP – Inhibition of PhoP regulon, Salmonella typhi GFP reporter cells, confirmation, 4 h (AID 1850). one-dose inhibition, % at 50 µM; IC50 in µM for titrated hits. Salmonella Typhi PhoP-promoter GFP reporter, fluorescence, 4 h; higher % means a stronger effect. actives 0.33% (n = 310,000); in the data active = a potency from the dose series; inconclusive = inhibition mostly from about 25% at the one dose, without a potency; inactive = the rest, 99 in 100 with inhibition below about 19%;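 also: 0% = induced wells with vehicle and 100% = uninduced wells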
inhibitors of VEEV – inhibitors of VEEV TC-83 cytopathic effect, confirmation, Vero cells (AID 588727); actives 0.13% (n = 350,000); Vero cells, VEEV TC-83 cytopathic effect inhibition; higher % means a stronger effect; inhibition, % at 20 µM; hits with a dose series show IC50 in µM; in the data active = a potency from the dose series; inconclusive = inhibition mostly from about 14% at the one dose, without a potency; inactive = the rest, 99 in 100 with inhibition below about 12%; also: strong numbers were not always called active
inhibitors of VEEV 10K pilot screen – second read-out of inhibitors of VEEV, no call of its own (marks repeat the call); inhibition, %; measured here: 10K pilot screen inhibition
The depositor's hits bear a star.

`O=C(N/N=C/c1cccnc1)c1cc(-c2ccccc2OCc2ccccc2)n[nH]1` gave H1N1 NS1A inhibition -5%, M. tuberculosis 9%, M. tuberculosis HTS 10%, Salmonella PhoP GFP 0% and inhibitors of VEEV inconclusive.
`CCCCNC(=O)NC(C(N)=O)P(=O)(OCC)OCC` (centres undefined) gave H1N1 NS1A inhibition -7%, M. tuberculosis 8%, M. tuberculosis HTS -1%, Salmonella PhoP GFP 0% and inhibitors of VEEV inactive.
Screening Cc1cc(OCC(=O)NCCCN2CCOCC2)c2c(C)cc(=O)oc2c1 returned H1N1 NS1A inhibition -1%, M. tuberculosis -15%, M. tuberculosis HTS 4%, Salmonella PhoP GFP 8% and inhibitors of VEEV 0.9%.
`Cn1cc(Cl)c(/C=C(\C#N)S(=O)(=O)c2ccccc2)n1` gave H1N1 NS1A inhibition -3%, M. tuberculosis -17%, M. tuberculosis HTS -6%, Salmonella PhoP GFP 5% and inhibitors of VEEV 1.6%.
For CCCc1[nH]nc2c1C(CCc1ccccc1)C(C#N)=C(N)O2 (centres undefined) the results were H1N1 NS1A inhibition 0%, M. tuberculosis 9%, M. tuberculosis HTS -4%, Salmonella PhoP GFP 3% and inhibitors of VEEV 4.1%.
Screening O=C(Oc1nsnc1N1CCCCC1)N1CCOCC1 returned H1N1 NS1A inhibition -6%, M. tuberculosis 5%, M. tuberculosis HTS 13%, Salmonella PhoP GFP -6% and inhibitors of VEEV 5.2%.
Screening Cc1cccc(Nc2nc(N)nc(CN3CCN(Cc4ccc5c(c4)OCO5)CC3)n2)c1 returned H1N1 NS1A inhibition -9%, M. tuberculosis 78%, M. tuberculosis HTS inconclusive, Salmonella PhoP GFP -4%, inhibitors of VEEV 1.1% and inhibitors of VEEV 10K pilot screen 0.0.
For Cc1cc(C)n(C(=O)CSc2ccc(Cl)cc2)n1 the results were H1N1 NS1A inhibition -1%, M. tuberculosis -8%, M. tuberculosis HTS -2%, Salmonella PhoP GFP 4% and inhibitors of VEEV inactive.
CCCCNC(=O)c1cc2cccc([N+](=O)[O-])c2[nH]1 was read as H1N1 NS1A inhibition 0%, M. tuberculosis inconclusive, M. tuberculosis HTS 12%, Salmonella PhoP GFP 0% and inhibitors of VEEV inactive.
For COc1cc(/C=C/C(=O)Nc2ccncc2)cc(OC)c1OC the results were H1N1 NS1A inhibition -7%, M. tuberculosis 7%, M. tuberculosis HTS 8%, Salmonella PhoP GFP 10% and inhibitors of VEEV 1.7%.
For O=C1NC(c2ccccc2)=C(c2ccc3ccccc3n2)C(c2ccccc2)N1 (centres undefined) the results were H1N1 NS1A inhibition 5%, M. tuberculosis 39%, M. tuberculosis HTS 12%, Salmonella PhoP GFP -6% and inhibitors of VEEV 0.6%.
`CCOC(=O)c1cnc2c(N=Nc3ccccc3)c(N)nn2c1N` gave H1N1 NS1A inhibition -2%, M. tuberculosis 73%, M. tuberculosis HTS -4%, Salmonella PhoP GFP -9% and inhibitors of VEEV 6.5%.
`CCCn1nnc(NC(=O)c2ccc3ccccc3c2)n1` gave H1N1 NS1A inhibition -1%, M. tuberculosis HTS -4%, Salmonella PhoP GFP 5% and inhibitors of VEEV 0.4%.
`C[C@]12c3[nH]c4ccc(Cl)cc4c3CCN1C(=O)[C@@H](CC(=O)NCc1cccc(C(F)(F)F)c1)C[C@@H]2C(=O)N1CCOCC1` gave H1N1 NS1A inhibition 6% and inhibitors of VEEV 1.1%.
`Cc1ccc(-c2cnc(NC(=O)CCC(=O)N3CCCCC3)n2C)cc1` gave H1N1 NS1A inhibition -13%, M. tuberculosis inconclusive, M. tuberculosis HTS -14%, Salmonella PhoP GFP -6% and inhibitors of VEEV inactive.

Retrieved by compound from the list above (three):
For Cc1cc(C)n(C(=O)CSc2ccc(Cl)cc2)n1 the results were H1N1 NS1A inhibition -1%, M. tuberculosis -8%, M. tuberculosis HTS -2%, Salmonella PhoP GFP 4% and inhibitors of VEEV inactive.
Screening O=C(Oc1nsnc1N1CCCCC1)N1CCOCC1 returned H1N1 NS1A inhibition -6%, M. tuberculosis 5%, M. tuberculosis HTS 13%, Salmonella PhoP GFP -6% and inhibitors of VEEV 5.2%.
`CCOC(=O)c1cnc2c(N=Nc3ccccc3)c(N)nn2c1N` gave H1N1 NS1A inhibition -2%, M. tuberculosis 73%, M. tuberculosis HTS -4%, Salmonella PhoP GFP -9% and inhibitors of VEEV 6.5%.

Remaining list, next part:
CCCOC(=O)/C=C/c1c(C)[nH]c(=O)[nH]c1=O was read as H1N1 NS1A inhibition -7%, M. tuberculosis 1%, M. tuberculosis HTS -5%, Salmonella PhoP GFP 1% and inhibitors of VEEV 0.5%.
For COc1ccc(N2CCN(C(=O)COC(=O)c3oc4ccc(OC)cc4c3C)CC2)cc1 the results were H1N1 NS1A inhibition 6%, M. tuberculosis -3%, M. tuberculosis HTS 0%, Salmonella PhoP GFP -1% and inhibitors of VEEV 1.6%.
`O=C(c1ccc2ccccc2n1)N1CCN(c2ccccc2O)CC1` gave H1N1 NS1A inhibition 2%, M. tuberculosis 0%, M. tuberculosis HTS -1%, Salmonella PhoP GFP 5% and inhibitors of VEEV 7.9%.
Screening COc1cc(CO)ccc1OCC(=O)Nc1cccc2ccccc12 returned H1N1 NS1A inhibition 0%, M. tuberculosis -9%, M. tuberculosis HTS 6%, Salmonella PhoP GFP -15% and inhibitors of VEEV 7.3%.
Screening O=C(Cc1cccs1)N/N=C/c1ccc(OCc2ccccc2)cc1 returned H1N1 NS1A inhibition -6%, M. tuberculosis 8%, M. tuberculosis HTS 2%, Salmonella PhoP GFP 11% and inhibitors of VEEV 1.3%.
Screening CCN(CC)c1ccc(/C=N/NC(=O)c2ccoc2C)cc1 returned H1N1 NS1A inhibition 4%, M. tuberculosis 13%, M. tuberculosis HTS 2%, Salmonella PhoP GFP -16% and inhibitors of VEEV 3.0%.
O=C(CO)N/N=C/c1ccccc1F was read as H1N1 NS1A inhibition -8%, M. tuberculosis 10%, M. tuberculosis HTS 3%, Salmonella PhoP GFP -11% and inhibitors of VEEV 1.0%.
Screening CC(NC(=O)c1cc(F)c(F)cc1Cl)C1CC2CCC1C2 (centres undefined) returned H1N1 NS1A inhibition 8%, M. tuberculosis 4%, M. tuberculosis HTS 9%, Salmonella PhoP GFP -7% and inhibitors of VEEV 0.1%.
Screening Cc1ccc(-c2nnc(SCC(=O)CC(=O)Nc3ccccc3)n2C)cc1 returned H1N1 NS1A inhibition 1%, M. tuberculosis 7%, M. tuberculosis HTS -8%, Salmonella PhoP GFP 0% and inhibitors of VEEV 3.2%.
For CC(=O)c1ccc(NS(=O)(=O)c2ccc3c(c2)N(C(C)=O)CCO3)cc1 the results were H1N1 NS1A inhibition 1%, M. tuberculosis 5%, M. tuberculosis HTS 4%, Salmonella PhoP GFP 2% and inhibitors of VEEV 0.7%.
Screening CN1C(=O)/C(=C/c2ccc3c(c2)OCO3)N=C1c1ccccc1 returned H1N1 NS1A inhibition -5%, M. tuberculosis 0%, M. tuberculosis HTS 7%, Salmonella PhoP GFP 9% and inhibitors of VEEV 1.4%.
Screening COc1ccc(OC)c(Nc2nc(NCCO)c3ccccc3n2)c1 returned H1N1 NS1A inhibition -1%, M. tuberculosis 46%, M. tuberculosis HTS 14%, Salmonella PhoP GFP -1% and inhibitors of VEEV 8.9%.
Screening C/C(=N\NS(C)(=O)=O)c1ccccc1 returned H1N1 NS1A inhibition -1%, M. tuberculosis -1%, M. tuberculosis HTS -8%, Salmonella PhoP GFP 3% and inhibitors of VEEV 5.3%.
`Cc1ccc(S(=O)(=O)N2CCN(C(=O)c3ccc(N4CCC(C)CC4)c([N+](=O)[O-])c3)CC2)cc1` gave H1N1 NS1A inhibition 1% and inhibitors of VEEV 2.6%.
Screening CCOCc1cc(CN2CCC(n3nccc3NC(=O)C3CC3)CC2)ccc1OC returned H1N1 NS1A inhibition 8% and inhibitors of VEEV 0.2%.
COc1ccccc1/C=C1\Cc2ccccc2C1=O was read as H1N1 NS1A inhibition -20%, M. tuberculosis 45%, M. tuberculosis HTS 14%, Salmonella PhoP GFP -4% and inhibitors of VEEV 1.3%.
`COc1ccc(-n2nc(C(=O)NCC(=O)NC3CCCC(C)C3C)c3ccccc3c2=O)c(OC)c1` (centres undefined) gave H1N1 NS1A inhibition -5%, M. tuberculosis -22%, M. tuberculosis HTS 9%, Salmonella PhoP GFP 0% and inhibitors of VEEV inactive.
`O=C(NCc1ccccc1CN1CCCC1)C1CCN(S(=O)(=O)c2ccc(Cl)cc2)CC1` gave H1N1 NS1A inhibition 5%, M. tuberculosis 20%, M. tuberculosis HTS -14% and inhibitors of VEEV 0.7%.
For O=C(NCCc1cn2ccsc2n1)C1CCCCC1 the results were H1N1 NS1A inhibition -1%, M. tuberculosis 3%, M. tuberculosis HTS -2%, Salmonella PhoP GFP -8% and inhibitors of VEEV 0.5%.
Screening CCS(=O)(=O)Nc1cc2c3c(c1)CCN3C(=O)CC2 returned H1N1 NS1A inhibition 0%, M. tuberculosis -4%, M. tuberculosis HTS 11%, Salmonella PhoP GFP -21% and inhibitors of VEEV 0.5%.
O=C(Nc1ccc(C(=O)N2CCOCC2)cc1)c1cccc([N+](=O)[O-])c1 was read as H1N1 NS1A inhibition 2%, M. tuberculosis -12%, M. tuberculosis HTS 3%, Salmonella PhoP GFP -2% and inhibitors of VEEV 2.0%.
`CCn1cc(CN2CCCC(C(=O)c3sccc3C)C2)cn1` (centres undefined) gave H1N1 NS1A inhibition 0%, M. tuberculosis 4%, M. tuberculosis HTS 5%, Salmonella PhoP GFP -11% and inhibitors of VEEV 1.2%.
Screening Cc1cccc(C)c1OCCOC(=O)c1cccc(S(=O)(=O)N2CCOCC2)c1 returned H1N1 NS1A inhibition 0%, M. tuberculosis -11%, M. tuberculosis HTS -3% and inhibitors of VEEV 6.8%.
For O=C1C(Cl)=C(Nc2ccc(O)cc2)C(=O)c2ccccc21 the results were H1N1 NS1A inhibition 14%, M. tuberculosis inconclusive, M. tuberculosis HTS -2%, Salmonella PhoP GFP 4% and inhibitors of VEEV inactive.
O=C(CNC(=O)c1ccccc1)NCCc1ccc(O)c(O)c1 was read as H1N1 NS1A inhibition 8%, M. tuberculosis 10%, M. tuberculosis HTS -4%, Salmonella PhoP GFP 3% and inhibitors of VEEV 3.1%.
O=C1Cc2cc(S(=O)(=O)N3CCN(c4cccc(Cl)c4)CC3)ccc2N1 was read as H1N1 NS1A inhibition 7%, M. tuberculosis -15%, M. tuberculosis HTS -4%, Salmonella PhoP GFP -5% and inhibitors of VEEV 2.6%.
`Cc1cccc(C(=O)OCC(=O)N(CC(C)C)c2c(N)n(Cc3ccccc3)c(=O)[nH]c2=O)c1O` gave H1N1 NS1A inhibition -7%, M. tuberculosis 0%, M. tuberculosis HTS -3%, Salmonella PhoP GFP -3% and inhibitors of VEEV 8.8%.
COc1ccc(/C=C\c2nc(O)c([N+](=O)[O-])c(=O)[nH]2)cc1O was read as H1N1 NS1A inhibition -21%, M. tuberculosis -8%, M. tuberculosis HTS 2%, Salmonella PhoP GFP 5% and inhibitors of VEEV 3.3%.
COc1ccc(CC(=O)NCc2ccccc2)cc1S(=O)(=O)N1CCOCC1 was read as H1N1 NS1A inhibition -2%, M. tuberculosis -13%, M. tuberculosis HTS -5%, Salmonella PhoP GFP -2% and inhibitors of VEEV inactive.
For CC1(C)CC(=O)C2=C(C1)N(c1cccc(Cl)c1)C(=O)NC2(C(F)(F)F)C(F)(F)F the results were H1N1 NS1A inhibition 1%, M. tuberculosis -11%, M. tuberculosis HTS -4%, Salmonella PhoP GFP -7% and inhibitors of VEEV 1.1%.
For CC(=O)c1cccc(S(=O)(=O)N2CCCC(c3nc4c(nnn4Cc4ccccc4Cl)c(=O)[nH]3)C2)c1 (centres undefined) the results were H1N1 NS1A inhibition 4% and inhibitors of VEEV 6.3%.
Screening O=C(O)COCC(=O)Nc1ccc(OCCc2ccccc2)cc1 returned H1N1 NS1A inhibition -1%, M. tuberculosis 0%, M. tuberculosis HTS 3%, Salmonella PhoP GFP 1% and inhibitors of VEEV 0.7%.
CC(NC(=O)C1CCN(S(=O)(=O)c2cnc[nH]2)CC1)c1ccccc1 (centres undefined) was read as H1N1 NS1A inhibition 7%, M. tuberculosis -10%, M. tuberculosis HTS 0%, Salmonella PhoP GFP 9% and inhibitors of VEEV 1.5%.
O=C(CSc1nnc(CNC(=O)c2ccccc2)o1)Nc1ccc2c(c1)OCO2 was read as H1N1 NS1A inhibition -2%, M. tuberculosis 0%, M. tuberculosis HTS -3%, Salmonella PhoP GFP 11% and inhibitors of VEEV 2.1%.

Screening results from PubChem BioAssay.
